Source: PubChem BioAssay (National Center for Advancing Translational Sciences (NCATS))
HCV inh = qHTS Assay for Inhibitors of Hepatitis C Virus (HCV) | hit rate 3.4% among 340,000 | AID 651820, 2012 | Huh7.5.1 HCVcc-Cre infection, luciferase reporter, 44 h | Potency, µM (doses to about 41.8 µM), without a hit: at the top dose activity change, negative = inhibition, usual class: inhibitors
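Reporter virus HCVcc-Cre (~0.5 moi) infects cells exposed to compound; seeding density 1,000 cells/well with 4 h settling beforehand. Luminescence, 15 sec read, taken 44 h post-infection following a 15 min RT substrate incubation.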
LmPK inh = qHTS Assay for Inhibitors of Leishmania Mexicana Pyruvate Kinase (LmPK). purified LmPK, Kinase-Glo ATP luminescence, 1 h. hit rate 0.37% among 290,000. Potency, µM (titrated, usually from 57.5 µM), for the others: at the highest dose activity change, negative = inhibition, actives largely listed as inhibitors. AID 1721, 2009. Q27686
Target sequence (Q27686 whole entry, looked up): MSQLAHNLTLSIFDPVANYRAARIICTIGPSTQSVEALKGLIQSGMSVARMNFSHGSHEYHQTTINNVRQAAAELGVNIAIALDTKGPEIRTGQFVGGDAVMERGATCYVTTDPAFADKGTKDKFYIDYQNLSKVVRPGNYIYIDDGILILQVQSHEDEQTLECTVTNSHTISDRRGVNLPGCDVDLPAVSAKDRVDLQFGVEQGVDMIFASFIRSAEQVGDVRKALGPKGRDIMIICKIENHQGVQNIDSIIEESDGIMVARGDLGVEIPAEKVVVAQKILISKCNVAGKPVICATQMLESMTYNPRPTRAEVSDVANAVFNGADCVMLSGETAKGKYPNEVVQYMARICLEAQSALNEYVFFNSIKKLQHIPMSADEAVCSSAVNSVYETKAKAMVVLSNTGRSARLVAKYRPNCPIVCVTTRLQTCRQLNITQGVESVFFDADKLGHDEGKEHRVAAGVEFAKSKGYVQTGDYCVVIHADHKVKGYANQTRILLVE
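Purified LmPK (0.1 nM) converted ADP (0.1 mM) to ATP with PEP (0.5 mM) in imidazole buffer pH 7.2 with KCl and MgCl2, 1 h at room temperature. ATP was read by Kinase-Glo luminescence; data normalized to uninhibited and no-enzyme controls.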
Pf growth 48h = Primary qHTS for delayed death inhibitors of the malarial parasite plastid, 48 hour incubation; P. falciparum luciferase growth in erythrocytes, 48 h; Potency, µM (series often up to 28.7 µM), for inactives: top-dose activity change, negative = inhibition, most hits filed as inhibitors; hit rate 5.9% among 310,000; AID 504832, 2011
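Growth was read as firefly luciferase luminescence after a 48 h, 37 C, 5% CO2 exposure of compounds to reporter-bearing P. falciparum cultures (0.1% parasitemia, 2% hematocrit final) in Albumax-supplemented RPMI 1640.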
Tb PYK inh = qHTS of Trypanosoma Brucei Inhibitors | pyruvate kinase (Trypanosoma brucei), Q57TT1 | TbPYK enzyme, Kinase-Glo Plus ATP luminescence, 45 min | Potency, µM (top dose mostly 76.8 µM), for the others: at the top dose activity, negative = inhibition, usual class: inhibitors | hit rate 0.12% among 410,000; further: nearly all actives have a fitted effect of over 50% in size
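Luminescence from Kinase-Glo Plus, added after a 45-minute room-temperature reaction, served as the end-point read-out. The enzyme and substrate were preincubated with compound before ADP (130 uM final) initiated turnover. Concentration-effect curves came from normalized qHTS data.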
Pf growth 96h = Primary qHTS for delayed death inhibitors of the malarial parasite plastid, 96 hour incubation; P. falciparum luciferase reporter growth, 96 h; Potency, µM (series often up to 28.7 µM), for inactives: top-dose activity change, negative = inhibition, actives largely listed as inhibitors; hit rate 6.9% among 320,000
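P. falciparum expressing integrated firefly luciferase grown in erythrocytes (2% hematocrit, 0.05% parasitemia final) with compounds for 96 hours at 37 C, 5% CO2. Growth inhibition read as loss of luminescence after adding luciferase detection reagent.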
Sm TGR inh = qHTS Assay for the Inhibitors of Schistosoma Mansoni Peroxiredoxins; purified TGR, DTNB reduction, TNB absorbance 405 nm; Potency, µM (doses to about 114 µM), without a hit: top-dose activity change, negative = inhibition, actives largely listed as inhibitors; hit rate 3% among 360,000; AID 485364, 2010; further: nearly all actives have a fitted effect of over 60% in size
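First, TGR (20 nM dispensed) and NADPH were mixed with compound. Second, a 15 min room-temperature incubation followed. Third, further NADPH and then DTNB were added to start the reaction. Finally, TNB absorbance was monitored kinetically.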
* = called active by the depositor; i = inactive; ? = inconclusive; nt = not tested or not shown; & = joins results of further samples; [ ] = another dose, or the depositor's remark. The call rests on the fitted dose curve; in most records, active means well fitted curve in the direction sought with a large enough effect; inconclusive means small, poorly fitted or top-dose-only effect, or another doubt; inactive means no such curve, though single readings can be large; an effect the other way counts as inactive or inconclusive. On the % scale 0 is the no-effect control and ±100 the full control effect; potency means the concentration at half of the fitted maximal effect.

SMILES	HCV inh	LmPK inh	Pf growth 48h	Tb PYK inh	Pf growth 96h	Sm TGR inh
COc1cccc(C(=O)Nc2cc(C(F)(F)F)ccc2Cl)c1	-12%	3%	35%[activator]	-3%	94%[activator]	-12%
Cc1cccc(NC(=O)NC2CC3CCC(C2)N3Cc2ccco2)c1 (stereo unspecified)	3%	3%	-20%	2%	-1%	nt
Cc1cccc(NS(=O)(=O)c2cc3c4c(c2)CCN4C(=O)CC3)c1C	?	nt	-16%	2%	?	-8%
COc1ccc2c(-c3ccccc3)cc(SCC(=O)N(C)C3CCS(=O)(=O)C3)nc2c1 (stereo unspecified)	?	-2%	-5%	2%	?	-1%
Cn1c(N)c(C(=O)COC(=O)c2cc(-c3ccccc3)nc3ccccc23)c(=O)n(Cc2ccccc2)c1=O	-6%[8.37 µM]	7%	-4%	2%	-24%	-7%
O=C1Nc2ccccc2/C1=C\c1cccn1-c1ccc(OC(F)(F)F)cc1	0.56µM*	1%	?	-8%	-17%	-17%
Cc1ccc(N2CCN(C(=S)Nc3ccc(Cl)cc3)CC2)cc1	-1%	7%	32%[activator]	2%	16%	-1%
COc1cc(C(=O)Nc2ccc(Br)cc2C(=O)c2cc(OC)c(OC)c(OC)c2)cc(OC)c1OC	-11%	-2%	?	2%	-18%	2%
COc1ccc(Cl)cc1NC(=O)COC(=O)C(CC(C)C)N1C(=O)C2CC=CCC2C1=O (stereo unspecified)	3%	5%	-1%	1%	-29%	-3%
COc1ccc2c(Cl)c(C(=O)N/N=C/c3ccc4c(c3)OCO4)sc2c1	-26%	4%	1%	4%	?	-8%
CCn1c(SCc2ccccc2)nnc1-c1cccnc1	4%	0%	?	-10%	21%	5%
CCc1nc(SCC(=O)Nc2cccc3ccccc23)[nH]c(=O)c1C	0%	-6%	0%	-5%	-14%	-18%
Cc1ccc(C2=NN3C(=O)c4ccccc4C3C2)cc1 (stereo unspecified)	-12%	0%	?	0%	8.3µM*	9%
NC(=O)c1oc2ccccc2c1NC(=O)Cc1ccccc1	-9%	0%	-27%	-1%	?	-15%
Cc1ccc(C(=O)N2CCN(Cc3ccc4c(c3)OCO4)CC2)cc1S(=O)(=O)N1CCOCC1	?	-3%	?	-2%	10µM*	-26%
CC1CCCC(N2CCN(S(=O)(=O)c3ccccc3)CC2)C1 (stereo unspecified)	-7%	-4%	24%	-5%	?	6%
CC(Sc1nnc(Nc2ccccc2F)s1)C(=O)NC1CC1 (stereo unspecified)	1%	nt	?	-15%	?	-5%
Cc1cc(C)c2c(=O)n(CC(=O)NCCCN3CCN(c4ccccc4F)CC3)sc2n1	?	-26%	-11%	?	?	?
O=C(Nc1nccs1)C1CCCCN1S(=O)(=O)c1ccccc1 (stereo unspecified)	13%	8%	-16%	-8%	?	1%
CCCCCCCNC1=CC(=O)CC(c2ccco2)C1 (stereo unspecified)	-14%	2%	2.3µM*	2%	10µM*	0%
CCN1CCc2nc(NC(=O)c3ccc4c(c3)OCCO4)sc2C1	-16%	-4%	140%[activator]	3%	96%[activator]	-6%
CC(C)(C)CC(=O)NC(=S)Nc1ccccc1[N+](=O)[O-]	-9%	3%	1%	-5%	31%[activator]	-15%
Nc1ccn(Cc2ccccc2F)n1	-4%	3%	34%[activator]	-3%	35%[activator]	-2%
CSCCC(=O)N1C(C)CCCC1C(=O)O (stereo unspecified)	2%	-9%	4%	2%	49%[activator]	2%
COc1cc(C(=O)Nc2nc(-c3ccc(F)cc3)cs2)ccc1OCC(=O)N1CCOCC1	?	5%	?	-28%	?	4%

Some values from the list.
Cc1ccc(C2=NN3C(=O)c4ccccc4C3C2)cc1 (stereo unspecified) in LmPK inh: 0%
COc1cccc(C(=O)Nc2cc(C(F)(F)F)ccc2Cl)c1 in LmPK inh: 3%
CC(Sc1nnc(Nc2ccccc2F)s1)C(=O)NC1CC1 (stereo unspecified) in Tb PYK inh: -15%
NC(=O)c1oc2ccccc2c1NC(=O)Cc1ccccc1 in Sm TGR inh: -15%
Cc1ccc(N2CCN(C(=S)Nc3ccc(Cl)cc3)CC2)cc1 in Pf growth 96h: 16%
Cc1ccc(C(=O)N2CCN(Cc3ccc4c(c3)OCO4)CC2)cc1S(=O)(=O)N1CCOCC1 in Sm TGR inh: -26%

(continued)
SMILES	HCV inh	LmPK inh	Pf growth 48h	Tb PYK inh	Pf growth 96h	Sm TGR inh
O=C(COC(=O)c1ccccc1C(=O)c1ccc(Cl)c([N+](=O)[O-])c1)NC1CC1	11µM*	-5%	-2%	-12%	2%	22µM*
CC(C)CNS(=O)(=O)c1ccc(CCC(=O)NCCc2ccccc2)cc1	-24%	0%	-30%	-5%	?	8%
CCOC(=O)c1c(C)[nH]c(C)c1C(=O)COC(=O)c1ccc(O)cc1	-30%	0%	-28%	-2%	?	3%
COc1ccccc1CNc1nc2nc(C)c(Cl)c(=O)n2[nH]1	13%	1%	-20%	4%	50%[activator]	5%
COc1ccccc1C1Nc2cccc3cccc(c23)N1	1%	0%	?	-9%	-10%	?
CC(=O)NCCNC(=O)c1ccc(Sc2ccccc2)c([N+](=O)[O-])c1	12%	1%	-3%	3%	-29%	-1%
CCOC(=O)C1=C(CC)NC2=C(C(=O)CCC2)C1c1ccc(OC)c(OC)c1 (stereo unspecified)	6%	6%	7.4µM*	-1%	nt	6%
CC(NCC(=O)Nc1cc(S(=O)(=O)N2CCOCC2)ccc1N1CCOCC1)c1ccco1 (stereo unspecified)	-1%	nt	?	1%	5.9µM*	-23%
CC(=O)Oc1ccc(NC(=O)Cc2ccccc2)c(C(=O)O)c1	12%	2%	3%	3%	152%[activator]	0%
Cc1ccc(NC(=S)Nc2ccc(C(C)C)cc2)cc1S(=O)(=O)N1CCCCCC1	6.3µM*	3%	?	-10%	?	-6%
COc1ccc(CC(=O)Nc2c3c(nn2C(C)(C)C)CS(=O)(=O)C3)cc1OC	nt	-2%	29%	0%	8%	35µM*
CCN(CC)CC(=O)NC1CC(C)(C)Cc2c1cnn2-c1ccc(F)cc1 (stereo unspecified)	-9%	-3%	-20%	-1%	?	-2%
O=C(NCCN1CCOCC1)c1ccc(-c2ccccc2)cc1	?	-6%	29%	2%	35%[activator]	2%
Cn1c(=O)c2c(ncn2CC(=O)N2CCN(c3ccc([N+](=O)[O-])cc3)CC2)n(C)c1=O	-21%	-10%	-22%	-3%	?	-12%
CCOC(=O)c1ccc(NC(=O)C2C3C=CC(C3)C2C(=O)O)cc1 (stereo unspecified)	3%	5%	56%[activator]	3%	?	-6%
CCCC1=Nc2cc(C(=O)NCCCOCC)ccc2Sc2ccccc21	?	7%	?	3%	13µM*	2%
Cc1cccc(CSc2cn(CC(=O)N3CCOCC3)c3ccccc23)c1	9%	-27%	120%[activator]	-1%&-12%	143%[activator]	10%&-1%
CC1CCCN(C(C(=O)Nc2ccc3c(c2)OCCO3)c2ccccc2)C1 (stereo unspecified)	-4%	1%	37%[activator]	5%	?	0%
O=C(Nc1ccccc1)c1nsnc1C(=O)Nc1ccccc1	-14%	1%	16%[5.75 µM]	1%	19%	1%
Cc1cccc(NC(=O)c2ccc3nccnc3c2)n1	-2%	-13%	64%[activator]	0%	-17%	4%
COc1ccc(C(=O)NC(=S)Nc2ccc(S(N)(=O)=O)cc2)cc1	12%	3%	0%	-1%	?	?
O=C(O)c1ccc(N/N=C2/CCCc3ccccc32)cc1	29%	-2%	68%[activator]	-5%	63%[activator]	0%
COc1cc(/C=C/C(=O)OCC(=O)N(C)C2CCS(=O)(=O)C2)ccc1OC(F)F (stereo unspecified)	12%	-5%	?	5%	?	-1%
CCCCN(CC)S(=O)(=O)c1ccc2c(c1)CCCN2C(C)=O	-6%	4%	?	1%	13µM*	-8%
C/C(=C\c1ccccc1)C1NC(=O)c2c(sc3c2CCCC3)N1 (stereo unspecified)	?	2%	27%	-15%	58%[activator]	-11%

3 structures from above, ordered by count of non-hydrogen atoms, highest first:
SMILES	HCV inh	LmPK inh	Pf growth 48h	Tb PYK inh	Pf growth 96h	Sm TGR inh
COc1ccc(CC(=O)Nc2c3c(nn2C(C)(C)C)CS(=O)(=O)C3)cc1OC	nt	-2%	29%	0%	8%	35µM*
COc1ccc(C(=O)NC(=S)Nc2ccc(S(N)(=O)=O)cc2)cc1	12%	3%	0%	-1%	?	?
COc1ccccc1CNc1nc2nc(C)c(Cl)c(=O)n2[nH]1	13%	1%	-20%	4%	50%[activator]	5%

Next section.
SMILES	HCV inh	LmPK inh	Pf growth 48h	Tb PYK inh	Pf growth 96h	Sm TGR inh
Cc1nc2c(C)[n+](CC(=O)c3ccccc3)ccc2n1C	4%	-1%	?	4%	?	-3%
COc1ccc(N2CCN(CC(O)COC(C)(C)C)CC2)cc1 (stereo unspecified)	11%	0%	?	17%	18%	9%
CCOc1c2ccc(C(=O)NCc3ccccc3OC)cc2nn1CC	?	-2%	3%	4%	49%[activator]	-33%
O=C1C(=O)N(Cc2cccnc2)C(c2ccccn2)/C1=C(/O)c1ccc(F)cc1 (stereo unspecified)	-3%	1%	33%[activator]	2%	?	5%
COC(=O)[C@H](Cc1c[nH]c2ccccc12)NC(=O)NCc1ccc(OC)cc1	15%	-6%	21%	-5%	16%	-3%
Cc1sc2nc(CN3CCCC3)nc(NCc3ccncc3)c2c1C	7%	5%	?	2%	?	40µM*
O=S(=O)(Nc1ccc2c(c1)OCCO2)c1ccc(Br)s1	0%	1%	9%	-19%	19%	3%
O=C(C1CCCN(Cc2ccc3c(c2)OCO3)C1)N1CCCC1 (stereo unspecified)	19%	-5%	28%	-5%	?	?
CCOc1ccc(NC(=O)CSc2nnc(Cn3cnc([N+](=O)[O-])n3)n2CC)cc1	6%	0%	62%	-3%	i	-5%
CCOC(=O)C1CCN(C(=O)c2ccc(OCC(=O)N3CCOCC3)c(OC)c2)CC1	9%	nt	18%	-3%	13%	-1%
Cc1ccccc1CSc1n[nH]c(NS(=O)(=O)c2ccccc2)n1	-8%	9%	10%	-20%	52%[activator]	-8%
COc1ccc(CNC(=O)[C@@H]2CCCN2C(=O)[C@@H]2Cc3ccccc3CN2C(=O)OC(C)(C)C)cc1	-3%	2%	?	-5%	?	10%
CC1(c2ccc3ccccc3c2)NC(=O)N(CC(=O)Nc2ncccc2O)C1=O (stereo unspecified)	4%	nt	-14%	-10%	-22%	-15%
COc1ccc(NC(=O)CSc2nc(O)cc(=O)n2C)cc1	?	5%	nt	-8%	?	-8%
COc1ccccc1-c1cc(SC)c(C#N)c(=O)o1	-16%	4%	-2%	-18%	-2%	-13%
O=C(CN1C(=O)NC2(CCCCC2)C1=O)NCc1ccc2c(c1)OCO2	-28%	6%	-16%	-4%	9%	-6%
Cc1noc(C)c1CSc1cc(C)c2ccccc2n1	?	7%	-29%	-6%	-22%	14%
COc1ccc(CNC(C)CCc2ccccc2)cc1 (stereo unspecified)	1%	0%	-36%	-12%	-27%	2%
O=c1[nH]c(=O)n(C2CCCCCC2)c(O)c1C=NC1CCN(Cc2ccccc2)CC1	12%	-1%	1%	-2%	nt	-32%
O=C(Nc1cccc(-c2csc(-c3ccccc3)n2)c1)c1cccs1	10µM*	4%	nt	14%	0.33µM*	-3%
C=CCN(c1ccc(C(=O)N(CC)CC)cc1)S(C)(=O)=O	1%	-1%	-17%	7%	?	-16%
Cc1nc2ccc(S(=O)(=O)NCC(=O)Nc3ccc(F)cc3)cc2s1	-16%	-6%	-1%	3%	?	-11%

Rows are unselected; overall some 16% were active at least once.
